PKM2 act = PKM2 (human) enzyme activation. P14618. purified PKM2, Kinase-Glo ATP luminescence, activation; response scale: 0% is enzyme alone, no compound. Potency, µM (titrated, usually from 57.5 µM), inactives show at the highest dose activation, usual class: activators. hit rate 0.34% among 260,000; further: potency means the concentration at half of the fitted maximal effect; on the % scale 0 is the no-effect control and ±100 the full control effect; nearly all actives have a fitted effect of over 55% in size
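Kinase-Glo luminescence reports ATP generated from ADP (0.1 mM) and PEP (0.5 mM) by purified hPK-M2 after 1 h at room temperature, pH 7.2 imidazole buffer; intermediate enzyme activity allows detecting inhibitors and activators.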
PTAP TSG101 blk = blocks PTAP/TSG101 interaction to inhibit HIV-1 budding | 340,000 tested, under 10 active | Potency, µM (doses to about 115 µM), without a hit: at the highest dose activity change, negative = inhibition, usual class: inhibitors | Fluorescence polarization, FITC-PTAP peptide / Tsg101 binding; active means well fitted inhibition curve with a large enough effect in the main read-out, with a control signal flat, not every such curve was filed as active; inconclusive means small, poorly fitted or top-dose-only effect, or effect the other way, or a change in a side signal; inactive means no such curve, though single readings can be large or run the other way; further: potency means the concentration at half of the fitted maximal effect; % of control where 0% means no effect
Target sequence (Q99816 whole entry, looked up): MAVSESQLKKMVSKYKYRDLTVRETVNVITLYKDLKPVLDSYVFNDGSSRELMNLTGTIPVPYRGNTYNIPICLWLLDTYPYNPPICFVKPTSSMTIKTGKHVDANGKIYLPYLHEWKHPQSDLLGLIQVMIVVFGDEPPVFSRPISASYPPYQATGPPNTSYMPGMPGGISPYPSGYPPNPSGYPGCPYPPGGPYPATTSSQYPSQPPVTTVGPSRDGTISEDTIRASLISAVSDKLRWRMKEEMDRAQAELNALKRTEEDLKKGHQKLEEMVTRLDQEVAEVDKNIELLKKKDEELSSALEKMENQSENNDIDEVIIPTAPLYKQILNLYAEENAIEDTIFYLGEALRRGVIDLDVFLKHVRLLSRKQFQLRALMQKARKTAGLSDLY
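Tsg101 binding domain (10 uM final) was mixed with compound and a FITC-labeled PTAP peptide (50 nM final) in HEPES pH 7.5 buffer with NaCl, Tween 20, EDTA and TCEP; fluorescence polarization was read after 20 min at r.t.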
B2AR arrestin = recruits beta-arrestin to the human beta2-adrenergic receptor; P07550; beta-arrestin recruitment to beta2AR, cell-based reporter; Potency, µM (titrated, usually from 46.1 µM), inactives show at the top dose activation, most hits filed as activators; hit rate 0.02% among 330,000;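 further: potency means the concentration at half of the fitted maximal effect; 0% = DMSO controls and full agonism = EC100 isoproterenol or metaproterenol; nearly all actives have a fitted effect of over 65% in size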
Tb PFK block = T. brucei PFK enzyme inhibition. O15648. Potency, µM (doses to about 57.5 µM), for the others: top-dose activity, negative = inhibition, usual class: inhibitors. hit rate 0.17% among 330,000. T. brucei PFK, ADP-Glo luminescence;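 further: potency means the concentration at half of the fitted maximal effect; 0% = uninhibited 1x PFK enzyme wells and -100% = no-enzyme wells; nearly all actives have a fitted effect of over 60% in size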
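Luminescent ADP detection (ADP-Glo, two-step: ATP depletion then ADP-to-ATP conversion for luciferase) reported PFK activity after 45 min room-temperature reaction of 1.25 nM enzyme with 0.5 mM F6P and 0.1 mM ATP at pH 8.0.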
Integrin act MD = integrin-mediated muscular dystrophy alleviation activation; AID 624291; alpha7betagal myoblasts, beta-gal FDG fluorescence, 48 h; hit rate 0.064% among 350,000; Potency, µM (doses to about 38.3 µM), inactives show at the top dose activation, hits mostly activators;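 further: potency means the concentration at half of the fitted maximal effect; 100% = response of the positive control SU9516; nearly all actives have a fitted effect of over 60% in size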
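alpha7betagal+/- myoblasts (passage 13, 250/well) treated 48 h at 37C with compounds at 1:260 dilution of DMSO stock. Lysed, then beta-galactosidase activity read as FDG fluorescence (ex 480/em 540) after 30 min, with pre-read for autofluorescence.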
Menin MLL FP TR = inhibitors of human menin-MLL interaction, mutant MLL peptide; O00255; hit rate 0.23% among 270,000; Potency, µM (doses to about 61.6 µM), without a hit: at the highest dose FP activity change, negative = inhibition, most hits filed as inhibitors; Menin + Texas Red MLL mutant peptide, fluorescence polarization; active means well fitted inhibition curve with a large enough effect in the polarisation, with a control signal flat, not every such curve was filed as active; inconclusive means small, poorly fitted or top-dose-only effect, or effect the other way, or a change in a side signal; inactive means no such curve, though single readings can be large or run the other way; the % refers to the polarisation; further: potency means the concentration at half of the fitted maximal effect; % of control where 0% means no effect; many of its hits are not listed in these tables
GALK inhibitor = inhibitors of human galactokinase; P51570; Purified GALK, Kinase-Glo residual ATP luminescence; Potency, µM (highest dose often 57.5 µM), for inactives: at the top dose activity change, negative = inhibition, actives largely listed as inhibitors; hit rate 0.007% among 270,000; AID 1868; further: potency means the concentration at half of the fitted maximal effect; on the % scale 0 is the no-effect control and ±100 the full control effect
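5 nM enzyme, 35 uM ATP, 100 uM galactose, 20 mM HEPES pH8.0, 5 mM MgCl2; 1 h RT; residual ATP by Kinase-Glo Plus luminescence, qHTS format.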
FBPA coupling cs = coupling enzyme interference in Giardia aldolase counter-screen. coupling enzyme system counterscreen, AmpLite Red fluorescence. activity change, negative = inhibition, % at 58.2 µM, hits read low. hit rate 0.67% among 290,000; in the data active means activity change below about -30%; further: on the % scale 0 is the no-effect control and ±100 the full control effect
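Counterscreen of the coupled detection system alone, without aldolase: glyceraldehyde-3-phosphate coupling enzymes plus AmpLite Red readout. Compounds at 57.5 uM final, 10 min RT preincubation, 20 min RT reaction, fluorescence 525/598 nm.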
Chronic BCR inh = blocks chronic active B-cell receptor signaling; hit rate 0.05% among 340,000; ABC-DLBCL IkBa-CBG/CBR reporter, luminescence ratio, 4 h; AID 493014; Potency, µM (top dose mostly 46.1 µM), without a hit: top-dose ratio change, negative = lower green/red ratio, usual class: inhibitors; active means well fitted inhibition curve with a large enough effect in the signal ratio, with a control signal flat, not every such curve was filed as active; inconclusive means small, poorly fitted or top-dose-only effect, or effect the other way, or a change in a side signal; the % refers to the signal ratio;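 further: potency means the concentration at half of the fitted maximal effect; plate controls were basal doxycycline-induced cells for no effect and cells given 10 µM MG132 for full effect; MG132 reads +100%, hits lower the ratio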
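TMD8 ABC-DLBCL cells carrying doxycycline-inducible green luciferase fused to IkappaBalpha plus unfused red luciferase were exposed to compounds (up to 46 uM) for 4 hrs at 37C. Activity came from the overlap-corrected green/red luminescence ratio.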
S-ASM inh = human S-ASM enzyme inhibition | P17405 | placental ASM, HMU-PC fluorogenic substrate, 60 min | Potency, µM (top dose mostly 57.5 µM), without a hit: top-dose activity change, negative = inhibition, most hits filed as inhibitors | hit rate 0.006% among 340,000; further: potency means the concentration at half of the fitted maximal effect
Target sequence (P17405 47-631 limits assumed): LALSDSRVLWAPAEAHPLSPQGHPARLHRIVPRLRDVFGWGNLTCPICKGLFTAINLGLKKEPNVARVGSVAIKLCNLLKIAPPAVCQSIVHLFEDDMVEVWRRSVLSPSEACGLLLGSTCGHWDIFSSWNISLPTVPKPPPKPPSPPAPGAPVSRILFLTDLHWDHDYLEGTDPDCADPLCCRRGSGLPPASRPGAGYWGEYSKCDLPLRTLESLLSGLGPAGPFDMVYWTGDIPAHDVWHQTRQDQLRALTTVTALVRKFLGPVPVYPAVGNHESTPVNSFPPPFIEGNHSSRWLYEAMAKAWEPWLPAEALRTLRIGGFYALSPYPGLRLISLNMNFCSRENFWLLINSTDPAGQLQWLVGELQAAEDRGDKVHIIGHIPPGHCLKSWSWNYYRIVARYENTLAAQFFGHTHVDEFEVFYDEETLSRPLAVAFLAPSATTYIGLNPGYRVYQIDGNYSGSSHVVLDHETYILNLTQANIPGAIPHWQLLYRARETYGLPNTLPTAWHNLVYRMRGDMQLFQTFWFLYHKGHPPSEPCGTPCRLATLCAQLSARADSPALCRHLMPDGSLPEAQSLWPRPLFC
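HMU-PC0 cleavage (9 uM final) by human placental ASM, 60 min at 37 °C following 10 min compound exposure at RT; stopped at pH 10, fluorescence Ex 386/Em 447 nm.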
Giardia kill = Giardia lamblia killing. hit rate 0.15% among 340,000. activity change, % at 7.66 µM, hits read low. AID 540267. Giardia lamblia trophozoite viability; in the data active means activity change below about -80%; inconclusive means between about -30% and that limit;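 further: parasites exposed to compound for two days anaerobically before the ATP read; on the % scale 0 is the no-effect control and ±100 the full control effect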
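Compounds were tested on trophozoites seeded at 100 cells/well and held 48 hrs at 37 deg C anaerobically. An ATP-based luminescent kit measured the remaining live cells.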
* hit, by the source's call; ? = inconclusive; / = not tested or not shown; & = joins results of further samples; [ ] = dose if it differs, or a comment. Unless noted, the call rests on the fitted dose curve; in most records, active means well fitted curve in the direction sought with a large enough effect; inconclusive means small, poorly fitted or top-dose-only effect, or another doubt; inactive means no such curve, though single readings can be large; an effect the other way counts as inactive or inconclusive. Not all compounds are listed, so the mix of outcomes need not match the whole.

SMILES | PKM2 act | PTAP TSG101 blk | B2AR arrestin | Tb PFK block | Integrin act MD | Menin MLL FP TR | GALK inhibitor | FBPA coupling cs | Chronic BCR inh | S-ASM inh | Giardia kill
CC1C(C#N)=C(SCC(N)=O)NC2=C1C(=O)CC(C)(C)C2 (centres undefined) | 3% | -2% | -0.3% | 0% | 11% | -1% | 0% | 2 | -1% | 314%[activator] | 31[activator]
N#Cc1c(N)c(C#N)c(-c2ccc3c(c2)OCO3)c2c1CCCC2 | -7% | -1% | -0.3% | -6% | -1% | 5% | 6% | 10 | 5% | 302%[activator] | -29
Cc1cc(C)n2nc(SCc3cc(=O)oc4ccc5ccccc5c34)nc2n1 | 2.8µM* | -7% | -0.3% | 1% | 5% | 11% | -2% | 1 | 0% | 28% | -21
CCc1nn(C(CC)C(=O)NCCc2ccc(OC)cc2OC)c(=O)c2cc3occc3n12 (centres undefined) | / | -2% | -0.2% | -9% | -13% | -12% | 6% | 2 | -5% | -3% | 12
Cc1onc(-c2c(F)cccc2Cl)c1C(=O)N1C=CC(C(F)(F)F)=NCC1 | 0% | 0% | -0.5% | -1% | 19% | / | 0% | 2 | -5% | -1% | -13
COc1cc2c(C#N)c(N3CCCC3)nc(N)c2c(N)n1 | 27% | 2%&-4% | -0.3% | 1% | 22%&-5% | / | -8% | -31* | ? | 42%[activator] | 13&-11
C/C(CCC1CC(C)(C)OC1=O)=N\NC(N)=S (centres undefined) | -1% | -7% | ? | 1% | ? | / | 0% | -2 | ? | 6% | -15
CCONC(=NC)c1nonc1N | 2% | -5% | 2.8% | 0% | 10% | -4% | 1% | 1 | 1% | 2% | -8
CCOC(=O)C1CCCN(CCC(=O)Nc2ccc(Br)cc2)C1 (centres undefined) | -19% | 1% | 0.3% | -7% | -2% | -2% | 0% | -4 | 0% | -1% | -16
CCOCCCn1c(=N)c(C(=O)NCc2ccc3c(c2)OCO3)cc2c(=O)n3ccccc3nc21 | 1% | / | 0.2% | -1% | / | 2% | 0% | 4 | 4% | / | /
Cc1ccc(C(C(=O)NCc2ccccc2)N(C(=O)c2csnn2)C2CC2)cc1 (centres undefined) | -5% | 0% | 0.3% | -5% | -3% | -2% | 13% | -3 | 12% | 0% | 15
CCn1c(SC(C)C(=O)NCC2CCCO2)nc2scc(-c3ccccc3)c2c1=O (centres undefined) | / | -1% | -0.3% | 3% | 14% | / | / | / | 8% | -1% | 19
O=C(NC(=S)Nc1ccc(S(=O)(=O)N2CCCC2)cc1)C1CC1 | -10% | -5% | -0.1% | -8% | 23% | -14% | 3% | 0 | ? | -1% | 14
Cc1cc(=O)[nH]c(N/N=C/c2cccc([N+](=O)[O-])c2)n1 | -10% | / | -4.1% | -13% | / | 5% | 0% | 0 | -2% | / | /
CCN(CC)S(=O)(=O)c1ccc(C)c(NC(=S)N2CCN(C/C=C/c3ccccc3)CC2)c1 | -1% | -2% | -0.7% | -4% | -40% | 4% | 9% | 2 | ? | 0% | 17
CN(C)C(CNC(=O)c1cccnc1Sc1ccccc1)c1ccco1 (centres undefined) | -1% | 0% | -0.1% | 0% | 20% | -26% | -3% | 0 | -12% | 9% | -11
CCC(C)NC(=O)Cn1c(=O)n(CCCCC(=O)NCc2ccco2)c(=O)c2ccccc21 (centres undefined) | 1% | -2% | 0.0% | -4% | 21% | -1% | 3% | 4 | -2% | 7% | 11
COc1ccc(Cl)cc1NC(=O)c1cc(-c2ccco2)on1 | -1% | -2% | -0.2% | 1% | 0% | 13% | -1% | -1 | ? | 3% | 13
CCN(CC)c1ccc(/C=C2/C(=O)ON=C2C)cc1 | -8% | 3% | -0.4% | -23% | 21% | 9% | 0% | -1 | ? | -14% | -30
CCOc1ccc(C2(C)NC(=O)N(CCN(C)C)C2=O)cc1 (centres undefined) | 0% | -5% | -0.4% | 5% | 24% | 4% | 0% | -2 | 0% | -1% | -16
COc1ccc(CCN2CC(C(=O)NC3CCCCC3)CC2=O)cc1OC (centres undefined) | -4% | -3% | -1.1% | -18% | 4% | 12% | 0% | -2 | 3% | -2% | 7
CN(C(=S)Nc1ccc(F)cc1)C1(c2ccccc2Cl)CCCCC1=O (centres undefined) | -1% | 0% | -0.4% | 2% | -10% | 7% | 0% | 2 | 5% | -2% | -3
CC1CCCN(C(=O)CCNC(=O)Cn2cnc3ccccc3c2=O)C1 (centres undefined) | -10% | -10% | -0.9% | -1% | -28% | -9% | -2% | 1 | 2% | 4% | -8
C=CCn1c(=NC(=O)c2cccc(N3C(=O)CCC3=O)c2)sc2cccc(OC)c21 | 4% | -2% | -0.8% | 0% | -52%[inhibitor] | / | 2% | -2 | ? | 29% | 22
Cc1cc(NC(=O)CSCc2nc(-c3cccc(Cl)c3)oc2C)no1 | -1% | -7% | -0.2% | -1% | 16% | -7% | / | 2 | 3% | -2% | -6
CC1CC(C)CN(C(=O)c2cccc3c2-c2ccccc2C3=O)C1 (centres undefined) | -7% | 0% | 0.0% | -2% | -4% | / | 7% | 6 | ? | -1% | -7
O=C(Nc1cccc2ccccc12)N1CCc2ccccc2C1 | 13% | -3% | -0.4% | -10% | 7% | -8% | 3% | 1 | ? | -2% | 2
O=C(NCCc1ccccc1)C1CCC(Cn2c(=O)c3ccccc3n(Cc3cccnc3)c2=O)CC1 (centres undefined) | -8% | -1% | -0.5% | -8% | -17% | ? | 1% | -2 | 0% | 2% | 10
Cc1ccc(/C=N/NC(=O)c2cc(C)oc2C)o1 | 2% | 0% | -0.7% | -1% | -1% | -26% | -1% | -1 | ? | 1% | 6
CN1C(=O)C(c2nnc(Nc3cccc4ccccc34)s2)C2CC1(C)Oc1ccccc12 (centres undefined) | 8% | 0% | -0.2% | -5% | 10% | -19% | 1% | -3 | ? | -7% | -17

Records listed above shown as hits in PKM2 act:
structure,PKM2 act,PTAP TSG101 blk,B2AR arrestin,Tb PFK block,Integrin act MD,Menin MLL FP TR,GALK inhibitor,Chronic BCR inh,S-ASM inh
Cc1cc(C)n2nc(SCc3cc(=O)oc4ccc5ccccc5c34)nc2n1,2.8µM*,-7%,-0.3%,1%,5%,11%,-2%,0%,28%

More results:
SMILES | PKM2 act | PTAP TSG101 blk | B2AR arrestin | Tb PFK block | Integrin act MD | Menin MLL FP TR | GALK inhibitor | FBPA coupling cs | Chronic BCR inh | S-ASM inh | Giardia kill
COc1ccc(/C=N/NC(=O)CN(C)S(=O)(=O)c2ccc(NC(C)=O)cc2)cc1 | 0% | 1% | 0.0% | -5% | 19% | 6% | 4% | 1 | -22% | 1% | -1
Cc1ccc(CNC(=O)C2CC(=O)N(C3CCCC3)C2)cc1 (centres undefined) | / | 1% | -0.2% | 0% | -15% | / | / | / | 4% | 1% | 14
CN1C(=O)/C(=C\c2cc(N=Nc3ccccc3)ccc2O)SC1=S | -29% | -9% | 0.2% | -2% | 22% | ? | 9% | -4 | 1% | -9% | -7
CCOc1ccccc1NC(=O)C(OC(=O)c1ccccc1)c1ccccc1 (centres undefined) | -10% | 0% | 0.1% | 0% | -19% | -10% | -3% | -3 | 12% | -1% | -4
CCCCn1c(N)c(N(CC(C)C)C(=O)CSc2ccccc2C)c(=O)[nH]c1=O | / | -8% | -0.1% | -1% | -7% | / | / | / | -3% | / | -3
CCc1nnc(NC(=O)c2ccc(S(=O)(=O)N(CC)CC)cc2)s1 | -1% | -1% | -0.4% | 14% | 0% | 0% | -3% | 7 | 9% | 1% | -12

One compound at a time, from the list above.
CCc1nnc(NC(=O)c2ccc(S(=O)(=O)N(CC)CC)cc2)s1 reads PKM2 act: -1%; PTAP TSG101 blk: -1%; B2AR arrestin: -0.4%; Tb PFK block: 14%; Integrin act MD: 0%; Menin MLL FP TR: 0%; GALK inhibitor: -3%; FBPA coupling cs: 7; Chronic BCR inh: 9%; S-ASM inh: 1%; Giardia kill: -12
Cc1onc(-c2c(F)cccc2Cl)c1C(=O)N1C=CC(C(F)(F)F)=NCC1 reads PKM2 act: 0%; PTAP TSG101 blk: 0%; B2AR arrestin: -0.5%; Tb PFK block: -1%; Integrin act MD: 19%; Menin MLL FP TR: /; GALK inhibitor: 0%; FBPA coupling cs: 2; Chronic BCR inh: -5%; S-ASM inh: -1%; Giardia kill: -13
